Compound activity (PubChem BioAssay)
Vif-APOBEC3F blk = inhibitors of Vif-A3F interaction; Potency, µM (highest dose often 46.1 µM), for the others: at the highest dose activity, negative = active; HeLa A3F-eYFP + Vif (tagged APOBEC3F with the HIV-1 protein that degrades it), YFP fluorescence increase; 390,000 compounds, 0.2% hits; further: potency means the concentration at half of the fitted maximal effect; % of control where 0% means no effect; nearly all actives have a fitted effect of over 65% in size
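Fluorescence increase (Ex 488/Em 500-530) after overnight compound treatment at 37 deg C flags inhibition of Vif-driven A3F-eYFP loss in stable HeLa A3F-eYFP/Vif cells seeded overnight beforehand.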
D1 potentiator = human D1 dopamine receptor positive modulation | HEK293 TREx D1 cells, calcium flux, dopamine EC20 potentiation | 360,000 compounds, 0.036% hits | potentiation, % at 10 µM; in the data active means potentiation above about 30%; further: 0% is about no effect
D1 antagonist = antagonists of human D1 dopamine receptor | HEK293 TREx D1 cells, calcium flux, dopamine EC80; active compounds read low | activity change, negative = inhibition, % at 10 µM | 360,000 compounds, 3.2% hits | AID 504652; in the data active means activity change below about -30%; further: on the % scale 0 is the no-effect control and ±100 the full control effect
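HEK293 T-REx cells expressing inducible, force-coupled D1 receptor; no-wash Ca dye, 30–90 min RT. Cmpd → 180 s read at 1 Hz → EC80 DA → 180 s read.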
GRP78 ERSR act = induces the endoplasmic reticulum stress response in human glioma cells; U87-MG GRP78 promoter luciferase reporter, 16 h; Potency, µM, inactives show at the top dose activation, actives largely listed as activators; 420,000 compounds, 0.02% hits; AID 602332; further: potency means the concentration at half of the fitted maximal effect; series mostly up to about 76 µM; % of control where 0% means no effect; nearly all actives have a fitted effect of over 35% in size
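ERSR induction read as luciferase luminescence (Bright-Glo, 10 min at room temperature) in stably transfected human U87-MG glioma cells exposed to compounds for 16 h, using GRP78 as sensor.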
RXFP1 ag = RXFP1 (human) receptor agonism | 370,000 compounds, 0.3% hits | AID 2676 | Q9HBX9 | Potency, µM (titrated, usually from 57.5 µM), for the others: top-dose activation, most hits filed as activators | HEK293T-RXFP1 cAMP TR-FRET, 30 min; response scale: percent of porcine relaxin response, buffer zero; further: potency means the concentration at half of the fitted maximal effect; on the % scale 0 is the no-effect control and ±100 the full control effect; nearly all actives have a fitted effect of over 60% in size; many of its hits are not listed in these tables
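HEK293T cells stably expressing RXFP1 were pretreated with the PDE4 inhibitor Ro 20174, exposed to compounds for 30 min at 37C, lysed, and cAMP was read by TR-FRET. Data normalized to buffer (basal) and 29 nM porcine relaxin (100%).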
Vif-APOBEC3G blk = Vif-A3G binding inhibition | Q9HC16 | AID 602310 | 410,000 compounds, 0.076% hits | Potency, µM (series often up to 46.1 µM), for inactives: at the top dose activity, negative = active, hits mostly inhibitors | HeLa A3G-eYFP + Vif (tagged APOBEC3G with the HIV-1 protein that degrades it), YFP fluorescence, overnight;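 further: potency means the concentration at half of the fitted maximal effect; on the % scale 0 is the no-effect control and ±100 the full control effect; nearly all actives have a fitted effect of over 60% in size; hits raise eYFP signal because A3G escapes Vif-driven loss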
Target sequence (Q9HC16 whole entry, looked up): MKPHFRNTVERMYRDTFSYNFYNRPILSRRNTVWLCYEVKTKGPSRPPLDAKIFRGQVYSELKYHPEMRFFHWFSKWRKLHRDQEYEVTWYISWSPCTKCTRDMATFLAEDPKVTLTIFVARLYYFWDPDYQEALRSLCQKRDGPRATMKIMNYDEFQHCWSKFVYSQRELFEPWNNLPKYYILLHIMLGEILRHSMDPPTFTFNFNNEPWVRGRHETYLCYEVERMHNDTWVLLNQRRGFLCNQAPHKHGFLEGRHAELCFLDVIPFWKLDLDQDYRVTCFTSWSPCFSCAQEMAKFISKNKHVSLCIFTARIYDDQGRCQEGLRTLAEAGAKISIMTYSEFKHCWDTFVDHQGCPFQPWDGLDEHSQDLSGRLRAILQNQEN
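Read-out is eYFP fluorescence (Ex 488/Em 500-530) from Vif-expressing HeLa A3G-eYFP cells; more signal means A3G escaped Vif-mediated degradation. Cells plated overnight, compound pinned in, incubated overnight at 37 deg C.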
RXFP1 antag = RXFP1 (human) relaxin receptor antagonism. HEK293-RXFP1, relaxin-stimulated cAMP HTRF, 30 min; active compounds read low. Q9HBX9. 350,000 compounds, 0.59% hits. activity change, negative = inhibition, % at 57.5 µM. AID 1259400;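 active means activity change of -60% or lower, but not beyond a set lower limit; inconclusive means change between -60% and -40%, or beyond the set limit; inactive means change above -40%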; further: on the % scale 0 is the no-effect control and ±100 the full control effect
D2 potentiator = positively modulates the human D2 dopamine receptor allosterically; HEK293 T-REx D2, calcium flux, EC20 dopamine potentiation; AID 485347; 340,000 compounds, 0.34% hits; P14416; potentiation, % at 10 µM;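 active means potentiation over 3 SD above the plate norm, cut at about 30% in these data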; further: 0% is about no effect
Target sequence (P14416 whole entry, looked up): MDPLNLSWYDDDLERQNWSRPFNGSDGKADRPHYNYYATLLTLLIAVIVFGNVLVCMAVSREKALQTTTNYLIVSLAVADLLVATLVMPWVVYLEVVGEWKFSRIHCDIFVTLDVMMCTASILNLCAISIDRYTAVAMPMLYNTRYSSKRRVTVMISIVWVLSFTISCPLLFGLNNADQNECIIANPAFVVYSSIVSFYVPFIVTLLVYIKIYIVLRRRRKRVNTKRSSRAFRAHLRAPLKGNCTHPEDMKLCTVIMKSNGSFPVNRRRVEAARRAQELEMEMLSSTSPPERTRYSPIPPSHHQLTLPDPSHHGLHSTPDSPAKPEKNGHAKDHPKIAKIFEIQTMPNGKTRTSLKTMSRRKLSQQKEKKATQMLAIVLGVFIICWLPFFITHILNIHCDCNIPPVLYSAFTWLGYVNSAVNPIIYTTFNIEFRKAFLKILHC
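Potentiation of an EC20 dopamine calcium response is measured in a force-coupled, tetracycline-inducible Hek293 Trex D2 line. Compound-only kinetic reads over 180 s flag agonists before dopamine addition.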
D1 ag = agonists of human D1 dopamine receptor | activation, % at 2 µM | 360,000 compounds, 1% hits | P21728 | HEK293 T-REx D1 cells, calcium flux, agonist mode | AID 504660; in the data active means activation above about 30%; further: 0% is about no effect
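Agonism was scored from calcium flux recorded over 180 s (1 read/s) after pintool compound addition, following a 10-cycle baseline. Cells were inducible force-coupled HEK293 TREx D1, plated overnight at 30 C and loaded with no-wash calcium dye.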
An asterisk follows results filed as active; u = inconclusive; x = no result given; & = joins results of further samples. Unless noted, the call rests on the fitted dose curve; in most records, active means well fitted curve in the direction sought with a large enough effect; inconclusive means small, poorly fitted or top-dose-only effect, or another doubt; inactive means no such curve, though single readings can be large; an effect the other way counts as inactive or inconclusive.

entry	SMILES	Vif-APOBEC3F blk	D1 potentiator	D1 antagonist	GRP78 ERSR act	RXFP1 ag
1	CCOc1ccc(C2OC34CCCCC3C(C#N)(C#N)C2(C#N)C(=N)O4)cc1OC (stereo not drawn)	1%	6	3	-3%	0.3%
2	O=C(O)c1cc(S(=O)(=O)N2CCCCC2)ccc1N1CCCCC1	-9%	x	5	-6%	0.6%
3	CC(=O)c1ccc(S(=O)(=O)Nc2ccc(C(=O)N3CCC3)cc2)cc1	6%	-5	-13	-3%	1.0%
4	COC(=O)Nc1ccccc1C(=O)N1CCC(O)(c2ccc(Cl)cc2)CC1	1%	-2	5	3%	6.2%
5	Cc1ccc(OCCn2c(CCCO)nc3ccccc32)cc1	-2%	-2	4	-3%	3.8%
6	Cc1ccc(N2CCN(S(=O)(=O)c3nnc(NC(=O)c4ccccc4)s3)CC2)cc1	5%&-2%	-12&4	-1&-14	-4%&-4%	-0.4%&-3.3%
7	COc1ccccc1-n1c(SCC(=O)NC(C)(C)C)nc(O)c(Cc2ccccc2)c1=O	1%	5	6	-3%	0.5%
8	O=C(CSc1nc(=O)n2ccccc2n1)NCc1ccc(F)cc1	6%	-7	-8	-3%	11%
9	COCCn1c(=S)[nH]c2cc(OC)c(OC)cc2c1=O	-6%	0	-2	-1%	0.0%
10	CC(C)(C)SCCNC(=O)COc1ccc(Cl)cc1	-3%	-5	10	2%	1.1%

entry	Vif-APOBEC3G blk	RXFP1 antag	D2 potentiator	D1 ag
1	0%	-13	1	4
2	1%	2	-8	6
3	-4%	-5	-6	5
4	-1%	x	6	5
5	-3%	-7	-8	12
6	0%&1%	-4&-18	7&0	3&1
7	0%	0	10	-1
8	2%	7	-2	0
9	-1%	-33	8	1
10	2%	-2	2	0

The list continues:
entry	SMILES	Vif-APOBEC3F blk	D1 potentiator	D1 antagonist	GRP78 ERSR act	RXFP1 ag
11	CCCCN1CNC(=S)N(c2ccccc2OCC)C1	-4%	8	1	-2%	-0.2%
12	COc1ccc2nc(C)cc(N3CC(C)OC(C)C3)c2c1 (stereo not drawn)	-3%	0	7	-3%	-0.7%
13	CCn1c(=O)c2sccc2n(Cc2ccc(C)cc2)c1=O	-5%	0	15	-6%	3.8%
14	NCc1nc2cccnc2n1Cc1ccccc1Cl	2%	-2	-31*	-3%	-0.4%
15	COc1ccc(C(=O)CC(=O)C(=O)Nc2ccc([N+](=O)[O-])cc2C)cc1	-5%	-9	-15	-1%	-1.5%
16	O=C(COC(=O)/C=C/c1ccc(Cl)c(Cl)c1)NC1CCS(=O)(=O)C1 (stereo not drawn)	-2%	x	3	-4%	0.3%
17	Cc1cc(C)cc(NC(=O)CN2C(=O)c3ccccc3Sc3ccc(C(=O)N4CCOCC4)cc32)c1	8%	-4	19	-3%	3.0%
18	Cn1c(C(=O)NCCc2ccccc2)cc2c(=O)n3ccccc3nc21	7%	-1	0	1%	-0.7%
19	Cc1nc2c(sc(=S)n2Cc2ccco2)c(=O)n1CC(=O)Nc1ccccc1F	3%	4	7	-6%	2.7%
20	N=c1c(S(=O)(=O)c2ccccc2)cc2c(=O)n3ccccc3nc2n1C1CCCC1	-13%	4	0	-3%	-0.2%

entry	Vif-APOBEC3G blk	RXFP1 antag	D2 potentiator	D1 ag
11	3%	x	0	1
12	0%	-7	-2	1
13	3%	11	-5	3
14	-7%	x	-4	0
15	-1%	-3	5	3
16	-1%	-5	10	24
17	-2%	-8	-9	0
18	-5%	1	-7	0
19	-7%	-2	3	3
20	-7%	-19	2	0

The results go on:
entry	SMILES	Vif-APOBEC3F blk	D1 potentiator	D1 antagonist	GRP78 ERSR act	RXFP1 ag
21	N#CC1(NC(=O)COC(=O)CCN=C2NS(=O)(=O)c3ccccc32)CCCCC1	-5%	-1	-3	-9%	-1.2%
22	COc1ccc(C2CC(=O)N(Cc3ccc(C)cc3)c3c2c(C)nn3-c2nc(C)cc(C)n2)c(OC)c1 (stereo not drawn)	-7%	0	1	-4%	-0.9%
23	COc1ccc(-c2cc(C(F)(F)F)nc(N3CCN(Cc4ccccc4)CC3)n2)cc1OC	5%	-8	19	3%	4.1%
24	Cc1ccc(-c2n[nH]c(=S)n2/N=C/c2c(C)[nH]n(-c3ccccc3)c2=O)cc1	-8%	0	-7	1%	0.6%
25	CN(C)c1ccc(C=Nc2ccc(N(C)C)cc2)cc1	5%	-6	-15	-9%	-7.0%
26	O=C(Nc1ccc2[nH]c(=O)[nH]c2c1)c1cccc([N+](=O)[O-])c1	-1%	-6	-6	-1%	2.3%
27	CCN1CCN(C(=O)CCN2C(=O)c3ccccc3S2(=O)=O)CC1	-2%	-2	0	-3%	0.1%
28	Cc1ccc(C(=O)NCC(=O)OCC(=O)Nc2cc(S(=O)(=O)N3CCOCC3)ccc2Cl)s1	2%	x	x	-3%	x
29	CC(=O)Nc1cc2c3c(c1)CCC(=O)N3CCC2	2%	-16	1	2%	-1.8%
30	COc1ccc(C(=O)Nc2ncccc2C)cc1S(=O)(=O)N1CCOCC1	-13%	-7	-4	-4%	-0.1%

entry	Vif-APOBEC3G blk	RXFP1 antag	D2 potentiator	D1 ag
21	0%	0	-9	5
22	4%	-4	8	12
23	-2%	-6	6	2
24	-8%	-14	3	4
25	-14%	u	9	1
26	-8%	-10	5	3
27	4%	-6	-9	-2
28	0%	0	x	x
29	-17%	7	-9	1
30	-7%	6	9	5

Next records.
entry	SMILES	Vif-APOBEC3F blk	D1 potentiator	D1 antagonist	GRP78 ERSR act	RXFP1 ag
31	O=C(NCCSCc1c(F)cccc1Cl)c1ccc(CN2CCOCC2)cc1	1%	-7	-17	-2%	0.1%
32	C=CCNc1nc2ccccc2nc1NS(=O)(=O)c1cccc(C)c1	7%	1	5	-3%	-0.6%
33	COc1cc(/C=C/C(=O)OCC(=O)NCc2ccco2)cc(OC)c1OC	7%	3	-2	-3%	1.8%
34	Cc1ccc(-n2c(C)c(C)c3c(NCCO)ncnc32)cc1	-9%	-7	-3	8%	0.0%
35	CCOc1ccc2nc(N3CCCC(C(=O)NCCCN4CCCCC4)C3)sc2c1 (stereo not drawn)	0%	3	-4	0%	-3.3%
36	CCNc1nc(NC(C)C)nc(NS(=O)(=O)c2ccc(N)cc2)n1	5%	-1	x	1%	-0.4%
37	COc1ccc(NC2SC(=O)N(CC(=O)O)C2=O)cc1 (stereo not drawn)	0%	-4	-6	-3%	1.4%
38	Nc1c(C(=O)O)sc2nc(-c3ccccc3)cc(-c3ccc(Cl)cc3)c12	-12%	-1	-2	5%	13%
39	CC1(C)C(CSc2nc3ccccc3[nH]2)C1(Cl)Cl (stereo not drawn)	8%	-6	-17	0%	u
40	C#CCOc1c(Br)cc(/C=N/O)cc1OCC	-7%	1	-4	-7%	-1.1%

entry	Vif-APOBEC3G blk	RXFP1 antag	D2 potentiator	D1 ag
31	0%	x	-5	5
32	-6%	3	19	1
33	-9%	-4	-2	-1
34	1%	-18	18	0
35	4%	-17	-1	-1
36	-2%	0	x	1
37	0%	9	0	3
38	-11%	u	1	1
39	0%	13	12	0
40	-11%	-24	7	2

Brought forward from above: 2 entries, then new ones.
entry	SMILES	Vif-APOBEC3F blk	D1 potentiator	D1 antagonist	GRP78 ERSR act	RXFP1 ag
39	CC1(C)C(CSc2nc3ccccc3[nH]2)C1(Cl)Cl (stereo not drawn)	8%	-6	-17	0%	u
40	C#CCOc1c(Br)cc(/C=N/O)cc1OCC	-7%	1	-4	-7%	-1.1%
41	COc1ccc(Cl)cc1NC(=O)CN(C)C(=O)c1cc(=O)c2ccccc2o1	-3%	0	10	1%	0.5%
42	C=CCn1c(SCC(O)Cn2c3ccccc3c3ccccc32)nnc1-c1ccco1 (stereo not drawn)	-3%	8	9	-10%	0.1%
43	COc1ccc(Cl)cc1C(=O)Nc1ccc(NC(C)=O)cc1	0%	-1	17	-2%	1.1%
44	CCc1ccc(CNC(=O)CCS(=O)(=O)Cc2ccccc2F)cc1	6%	-4	-23	-2%	-0.2%
45	CCC(C)NS(=O)(=O)c1ccc(S(=O)(=O)N(CC(=O)Nc2ccccc2)Cc2ccco2)cc1 (stereo not drawn)	-4%	3	-20	-4%	-2.3%

entry	Vif-APOBEC3G blk	RXFP1 antag	D2 potentiator	D1 ag
39	0%	13	12	0
40	-11%	-24	7	2
41	3%	4	x	2
42	-8%	4	4	7
43	7%	0	4	2
44	10%	9	4	7
45	2%	-15	-2	14

Gathered by group: those above with a Cl atom (10)
entry	SMILES	Vif-APOBEC3F blk	D1 potentiator	D1 antagonist	GRP78 ERSR act	RXFP1 ag
4	COC(=O)Nc1ccccc1C(=O)N1CCC(O)(c2ccc(Cl)cc2)CC1	1%	-2	5	3%	6.2%
10	CC(C)(C)SCCNC(=O)COc1ccc(Cl)cc1	-3%	-5	10	2%	1.1%
14	NCc1nc2cccnc2n1Cc1ccccc1Cl	2%	-2	-31*	-3%	-0.4%
16	O=C(COC(=O)/C=C/c1ccc(Cl)c(Cl)c1)NC1CCS(=O)(=O)C1 (stereo not drawn)	-2%	x	3	-4%	0.3%
28	Cc1ccc(C(=O)NCC(=O)OCC(=O)Nc2cc(S(=O)(=O)N3CCOCC3)ccc2Cl)s1	2%	x	x	-3%	x
31	O=C(NCCSCc1c(F)cccc1Cl)c1ccc(CN2CCOCC2)cc1	1%	-7	-17	-2%	0.1%
38	Nc1c(C(=O)O)sc2nc(-c3ccccc3)cc(-c3ccc(Cl)cc3)c12	-12%	-1	-2	5%	13%
39	CC1(C)C(CSc2nc3ccccc3[nH]2)C1(Cl)Cl (stereo not drawn)	8%	-6	-17	0%	u
41	COc1ccc(Cl)cc1NC(=O)CN(C)C(=O)c1cc(=O)c2ccccc2o1	-3%	0	10	1%	0.5%
43	COc1ccc(Cl)cc1C(=O)Nc1ccc(NC(C)=O)cc1	0%	-1	17	-2%	1.1%

entry	Vif-APOBEC3G blk	RXFP1 antag	D2 potentiator	D1 ag
4	-1%	x	6	5
10	2%	-2	2	0
14	-7%	x	-4	0
16	-1%	-5	10	24
28	0%	0	x	x
31	0%	x	-5	5
38	-11%	u	1	1
39	0%	13	12	0
41	3%	4	x	2
43	7%	0	4	2

A portion of the library, so the mix of outcomes need not match the whole.
